# RT RNaseH block: blocks HIV-1 RNase H cleavage of RNA/DNA duplex; inhibition, % at 10 µM; 1.9% of 65,000 active; RT-RNase H RNA/DNA duplex cleavage, fluorescence; P04585; in the data active = inhibition above about 50%
# RmlC RmlD mix: inhibitors of RmlC and RmlD coupled enzymes; RmlC/RmlD coupled enzyme inhibition, 384-well mixture HTS; inhibition, % at 5.5 µM; 0.39% of 110,000 active; AID 1532; in the data active = inhibition above about 30%, passing the limit was not always enough; note: strong numbers were not always called active
# * hit, by the source's call; . = no result given; & = joins results of further samples.
SMILES,RT RNaseH block,RmlC RmlD mix
CN(c1cccc(NC(=O)CN(c2ccc(C34CC5CC(CC(C5)C3)C4)cc2)S(C)(=O)=O)c1)S(C)(=O)=O,.,-11
COc1ccccc1NC(=O)N1CCCC(C(=O)Nc2cccc(C)c2C)C1 (stereo unspecified),4,56
COc1ccc(OC)c(NC(=O)CC2C(=O)NCCN2C(=O)Nc2cccc(Cl)c2)c1 (stereo unspecified),.,-9
O=C(CSc1ccc(Cl)cc1)Nc1ccc(N2CCN(c3ccccc3)CC2)c(F)c1,.,-9
COc1ccc(CCNc2nc3c(c(=O)n(C)c(=O)n3C)n2C)cc1OC,-6,-8
CC1CN(C(=O)c2ccccc2Sc2ccccc2C#N)CC(C)O1 (stereo unspecified),.,6
Nc1ncc(Br)cc1S(=O)(=O)NCCC(=O)N1CCN(c2ncccn2)CC1,-20,-10
c1cnc2c(OCc3nc4ccccc4[nH]3)cccc2c1,-24,7
COc1cccc(C2NC(C)(C(=O)O)C3C(=O)N(C(C)C)C(=O)C23)c1O (stereo unspecified),-3,3
COc1ccccc1N1CCN(C/C(C)=C/c2ccccc2)CC1,22,-10
CCNC(=O)COc1cc(C)c(Cl)c(C)c1,.,2
Cc1cc(C(=O)N2CCN(Cc3ccc4c(c3)OCO4)CC2)on1,-10,4
Cc1ccc(OCC(O)CN2C(=O)NC(C)(C)C2=O)cc1C (stereo unspecified),-14,14
CCNCCNC(=O)c1c(O)c2c([nH]c1=O)CCCC2,-10,12
Cc1cccc(Oc2cc(NC(=O)c3ccccc3)cc([N+](=O)[O-])c2)c1,.,5
N#Cc1nc(-c2ccc(Cl)cc2)oc1NCc1cccc2c1OCO2,18,26
O=C1CCN(CCc2ccccc2)CCN1[C@H](CSc1ccc(Br)cc1)c1ccccc1,.,-25
COC(=O)c1ccc(NC(=O)c2cc3sccc3n2C)cc1,.,3
CCCC(=O)N1c2ccccc2NC2=C(C(=O)CCC2)C1c1ccc(F)cc1 (stereo unspecified),-1,14
CCSc1nc2c(c(=O)n1Cc1ccccc1)SC(C)C2 (stereo unspecified),4,-8
COC(=O)c1sc(NC(=O)c2cnccn2)c(C(=O)OC)c1C,6,-12
O=C(Nc1ccccc1)Nc1cccc(Cl)c1,.,8
CCN1CCN(CC(=O)Nc2ccc3c(c2)OCCO3)C(=O)C1=O,-8,-14
CCOC(=O)c1c(NS(=O)(=O)Cc2ccccc2)sc2c1CCCC2,.,-3
CCN1C(=O)C2(Nc3ccccc3-c3nc4ccccc4n32)c2cc(OC)ccc21 (stereo unspecified),0,.
CCCCCCNC(=O)c1ccc(Br)o1,.,12
COc1ccccc1NC(=O)CSCC(N)=O,-11,7
O=S(=O)(NCc1ccco1)c1cccc(S(=O)(=O)N2CCCCC2)c1,-1,.
CCC[C@@H]1CCCO[C@@](C(=O)NCCN2CCOCC2)(C(F)(F)F)C1,.,7
Cc1sc(NC(=O)c2ccc(Cl)s2)c(C(N)=O)c1C,11,7
O=C(Nc1nccs1)c1cccc(S(=O)(=O)N2CCOCC2)c1,-4,-12
COc1ccc(NC(=O)C2CC(=O)NC3=C2C(=O)CC(C)(C)C3)cc1 (stereo unspecified),.,7
CCNc1ccccc(C(=O)/C=C/c2ccc3c(c2)OCO3)c1=O,.,-13
Cc1ccc2c(c1)COc1c3ccc(C(=O)NCC4CC4)cc3nn1-2,.,7
COc1ccc(-c2nnn(CC(=O)N(CC(=O)NC3CCCC3)c3cccc(C)c3)n2)cc1OC,2,-8
O=C(NCCCN1CCN(CCCNC(=O)c2ccccc2F)CC1)c1ccccc1F,0,-8
Nc1c(C(=O)NCCc2ccccc2)nnn1Cc1ccc(Cl)cc1,.,5
O=c1[nH]c(=O)n(C2CCCCCC2)c(O)c1C=NCC1CCCO1 (stereo unspecified),1,-8
O=[N+]([O-])c1ccc2nc(N3CCNCC3)ccc2c1,.,5
CCN(CC)S(=O)(=O)c1ccc(NC(=O)c2c(-c3ccccc3)noc2C)cc1,0,-16
CCCOc1ccc(Cn2c(C)nc([N+](=O)[O-])c2SCC(O)COC)cc1[N+](=O)[O-] (stereo unspecified),.,0
CN1CCN(c2nc3c(c(=O)[nH]c(=O)n3C)n2Cc2cccc3ccccc23)CC1,-1,9
Cc1ccc(C2CC(=O)NC(SCc3ccccc3)=C2C#N)o1 (stereo unspecified),-33,4
CCCCCC(=O)N1CCN(CCN=CC2=C(O)CC(c3cccs3)CC2=O)CC1 (stereo unspecified),.,-10
COc1cc(NC(=O)CCc2ccccc2)nc(OC)n1,-20,-71
O=C(CCn1c(=S)[nH]c2ccccc2c1=O)NCCCN1CCCC1=O,-8,4
CC(=O)c1ccc(NC2OC(CO)C(O)C(O)C2O)cc1 (stereo unspecified),-6,8
COc1cccc(CNc2nn[nH]n2)c1OC,-17,25
CCCCNC(=O)CCCCCNS(=O)(=O)c1ccc(OC)cc1,-1,-8
CNc1cc([N+](=O)[O-])ccc1N/C=C/C(=O)c1cccs1,.,-14
CCOC(=O)C1CCCN(S(=O)(=O)Cc2ccccc2)C1 (stereo unspecified),32,4
CCOc1ccc(-n2c(N)c(C(=O)NCc3ccco3)sc2=S)cc1,.,15
CCCCN1C(=O)c2ccccc2C1C(=O)NC1CCCC1 (stereo unspecified),-2,9
Cc1ccc(C)c(NC(=O)CSc2nc3c(c(=O)n2C)SC(C)C3)c1 (stereo unspecified),-19,7
CCOC(=O)CSc1nnc2n1C(C)(C)Cc1ccccc1-2,-10,-8
O=C(O)Cc1ccc(NC(=O)c2ccc(NC(=O)c3ccco3)cc2)cc1,.,10
CCCCc1c(O)nc(SCC(=O)N2CCCCC2)n(-c2ccccc2C)c1=O,44,-10
COC(=O)c1cccc(NC(=O)Cc2ccc(OC)cc2)c1C,.,-3
O=C1OC(c2ccc(Br)cc2)=N/C1=C\N1CCCCC1,1,-9
COC(=O)C1=C(CSc2nc3ccccc3o2)NC(=O)NC1c1cc(C)ccc1C (stereo unspecified),-29,-3

# The list goes on; it opens with the three that closed the last part.
SMILES,RT RNaseH block,RmlC RmlD mix
COC(=O)c1cccc(NC(=O)Cc2ccc(OC)cc2)c1C,.,-3
O=C1OC(c2ccc(Br)cc2)=N/C1=C\N1CCCCC1,1,-9
COC(=O)C1=C(CSc2nc3ccccc3o2)NC(=O)NC1c1cc(C)ccc1C (stereo unspecified),-29,-3
N#Cc1nc(-c2ccccc2F)oc1NC1CCCCC1,-21,-32
Cc1cccc(C(=O)NCc2nnc(SCC(=O)N3CCN(c4ccccc4)CC3)n2C)c1,-1,-5
COc1ccccc1C(=O)NNC1=C(C(=O)C(F)(F)F)CCC1,.,-6
Cc1cccnc1NCc1ccc(O)c2ncccc12,10,12
CCCc1cc(C(=O)Nc2cccc(Cl)c2)no1,-6,-7
CCNC(=O)c1c(NC(=O)C2COc3ccccc3O2)sc2c1CCCC2 (stereo unspecified),.,-8
COC(=O)C1=C(c2cc3ccccc3o2)C[C@@H]2CC[C@H]1N2C(=O)NCCNC(C)=O,.,6
CC(=O)Nc1nc(N)n(-c2ccccc2)n1,.,8
O=C(NNC1=C(C(=O)C(F)(F)F)CCC1)c1ccccc1O,.,7
COc1ccccc1-c1cc(C(=O)Nc2c(C)n(C)n(-c3ccccc3)c2=O)no1,-10,0
O=C1CC(N2CCC(n3c(=O)[nH]c4ccccc43)CC2)C(=O)N1Cc1ccccc1 (stereo unspecified),-9,-7
COc1ccc(NC(=O)CSc2nnc(Cc3cccn3C)n2CCc2ccccc2)cc1OC,-24,-10
COC(=O)C1CCN(S(=O)(=O)c2ccc(OC)cc2)CC1,.,4
COc1ccc(N(C)S(=O)(=O)c2ccc3c(c2)oc(=O)n3C)cc1,-8,0
CCCC1=C(C(=O)OCC)C(c2ccccc2OCC)NC(=O)N1C (stereo unspecified),-21,-5
CCOC(=O)C1CCN(C(c2cc3ccc(C)cc3[nH]c2=O)c2nnnn2C2CCCCC2)CC1 (stereo unspecified),11,-16
O=C(Oc1ccccc1C(=O)Oc1ccccc1)c1ccco1,-20,6
CC1CN(CCC(=O)Nc2ccc3c(c2)OCO3)CC(C)O1 (stereo unspecified),4,9
COCCOC(=O)C1=C(C)N(Cc2ccccc2)C(=O)NC1c1ccc(OC)cc1 (stereo unspecified),.,3
CC1=C(C(=O)N2CCc3ccccc32)C2(CCC(C)CC2)OC1=O (stereo unspecified),1,1
Cc1ccc2c(Cl)cc(Cl)c(OCc3c(C)noc3C)c2n1,11,2
O=C(CCCn1c(=O)[nH]c2cc(Cl)ccc2c1=O)NCCN1CCN(c2ccccc2)CC1,3,-11
CCc1nnc(NC(=O)NCN2C(=O)C3C4C=CC(C4)C3C2=O)s1 (stereo unspecified),-3,-12
CS(=O)(=O)N1CCN(C(=O)c2c(F)cccc2F)CC1,-4,-1
O=C(NC1CCCC1)c1noc2c1CCCCC2,.,-11
Clc1ccc2nc(CSc3nnc(-c4c[nH]c5ccccc45)o3)cn2c1,3,.
O=C(NCc1ccc(Cl)cc1)c1ccc(Cl)cc1[N+](=O)[O-],.,1
CCN(CC)CC(=O)Nc1c(C)cccc1C,-20&-1,.
COc1ccc(C2NC(=O)NC(O)(C(F)(F)F)C2C(=O)c2ccc(F)cc2)cc1 (stereo unspecified),-5,-10
NC(=O)NCC12CC3CC(CC(C3)C1)C2,-16,17
Cc1ccc(NC2=NCC(=O)N2Cc2ccc3c(c2)OCO3)cc1,-16,.
Oc1c(Cl)cc(Cl)cc1Sc1cc(Cl)cc(Cl)c1O,-19,9
CC(=O)Nc1ccc(S(=O)(=O)N2CCN(c3nc(NC4CCCC4)c4ccccc4n3)CC2)cc1,3,0
COc1ccc(NC(=O)c2nc[nH]c2C(=O)N[C@@H](CC(C)C)C(=O)OC(C)(C)C)cc1,.,-17
Fc1ccc(CCNCc2cccc(Cl)c2)cc1,.,5
CCCn1c(NCc2ccccn2)nc2ccccc21,.,-39
Clc1ccc(-c2csc(NNC3=NCCCCC3)n2)cc1,.,-4
COc1cccc(CN(CC(=O)NCC2CCCO2)C(=O)CNS(=O)(=O)c2ccccc2)c1 (stereo unspecified),.,2
c1ccc(-n2c(SCC3CCCCO3)nnc2-c2cccs2)cc1 (stereo unspecified),-7,13
CCN(CC)C(=O)C1=C(C)Nc2nc3ccccc3n2C1c1cccc(OC)c1 (stereo unspecified),.,6
CCc1ccc(/C=N/NC(=S)NCCc2ccccc2)cc1,.,15
CCCCCCCOC(=O)C1=C(C)Nc2ncnn2C1c1cccs1 (stereo unspecified),.,-14
COC(=O)c1sc(S(=O)(=O)N2CCCCC2)c(C(=O)OC)c1C,-4,-15
S=C(NCc1ccccc1)NCC1COc2ccccc2O1 (stereo unspecified),.,2
Cc1cc(-c2ccccc2)nn1-c1nc2c(c(=O)[nH]c(=O)n2C)n1C,-22,.
O=C(NCCCN1CCOCC1)c1ccc(CS(=O)(=O)c2ccc(Br)cc2)o1,-10,-10
CCn1c(SCC(=O)Nc2nc3ccc(OC)cc3s2)nnc1-c1ccoc1C,2,-8
C#CCOCCOCCOCCNc1nc(N2CCN(C(=O)[C@H](CCCCN)n3cc([C@@H](N)C(C)CC)nn3)CC2)nc(N2CCN(C(=O)[C@H](CCCCN)n3cc([C@@H](N)CC(C)C)nn3)CC2)n1 (stereo partly specified),.,-10
CCCCCCOc1cccc(N)c1,3,-6
Cc1ccc(F)c(NC(=O)CCc2ccccc2)c1,.,1
Clc1ccccc1CN1CCN(c2ccccc2Cl)CC1,.,-18
COC(=O)c1cn(N(C)c2ncc(C(F)(F)F)cc2Cl)c(=O)c2ccccc12,.,-48
CCCN(CCC)c1ncnc2nc[nH]c12,-42,-14
CCOc1ccccc1N1CCN(Cc2cccc(OC)c2OC)CC1,3,10
C1CNCCNCCNCCN1,1,.
COc1cc(-c2cc(C(=O)N3CCN(c4ccccn4)CC3)c3ccccc3n2)cc(OC)c1OC,-7,-12
COC(=O)CN1C(=O)C2(C(C(=O)OC)=C(N)Oc3ccccc32)C2=C1CC(C)(C)CC2=O (stereo unspecified),.,-8
CCC(Sc1n[nH]c(=O)[nH]c1=O)C(=O)OCc1ccccc1 (stereo unspecified),.,5
CCOC(=O)Cc1nn(CCc2ccccn2)c(=O)c2ccccc12,-6,7
O=C(c1c(O)c2ccccc2oc1=O)C1CCCCC1,.,-3

# Record cards, from the list above:
# `Clc1ccccc1CN1CCN(c2ccccc2Cl)CC1` is listed with RT RNaseH block: .; RmlC RmlD mix: -18
# `O=C(c1c(O)c2ccccc2oc1=O)C1CCCCC1` is listed with RT RNaseH block: .; RmlC RmlD mix: -3
# `Cc1cc(-c2ccccc2)nn1-c1nc2c(c(=O)[nH]c(=O)n2C)n1C` is listed with RT RNaseH block: -22; RmlC RmlD mix: .

# Carrying on:
SMILES,RT RNaseH block,RmlC RmlD mix
CC[C@H]1CN2CCc3cc(OC)c(OC)cc3[C@@H]2C[C@@H]1C[C@H]1NCCc2cc(OC)c(OC)cc21,-1,14
CCOC(=O)c1cc(OC(=O)c2ccccc2Br)n(-c2ccccc2)n1,.,-9
CCOC(=O)c1cc2sccc2n1CC(=O)N1CCCC1,-10,.
O=C(N1CCCCC1)N1CCN(C(c2ccccc2)c2ccccc2)CC1,.,2
CCOC(=O)c1cnc(SC)nc1N,.,15
N#Cc1nc(COc2ccc(F)cc2)oc1NCCCn1ccnc1,-55,4

# Exported as labelled records: entries from further up
COc1ccccc1-c1cc(C(=O)Nc2c(C)n(C)n(-c3ccccc3)c2=O)no1
  RT RNaseH block: -10 | RmlC RmlD mix: 0
CCCCCC(=O)N1CCN(CCN=CC2=C(O)CC(c3cccs3)CC2=O)CC1 (stereo unspecified)
  RT RNaseH block: . | RmlC RmlD mix: -10
CC1CN(C(=O)c2ccccc2Sc2ccccc2C#N)CC(C)O1 (stereo unspecified)
  RT RNaseH block: . | RmlC RmlD mix: 6

# Bioassay records (PubChem BioAssay)

# Some of the compounds tested; count on the stated rates, not on these rows.
